MITF inh = human MITF inhibition, primary screen. O75030. AlphaScreen MITF homodimerization, bead proximity signal. inhibition, % at 2.6 µM. 650,000 compounds, 0.91% hits; in the data active means inhibition above about 50%;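 further: 0% = vehicle wells with protein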
FBW7 act = human FBW7 E3 ligase activation, primary screen; 650,000 compounds, 0.13% hits; AlphaScreen FBW7–phospho-cyclin E peptide binding, activator screen; Q969H0; normalized activity (activation), % at 26.1 µM; AID 1259310; in the data active means normalized activity above about 1.9%;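 further: purified mutant Fbw7 with reduced substrate affinity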
Target sequence (Q969H0 whole entry, looked up): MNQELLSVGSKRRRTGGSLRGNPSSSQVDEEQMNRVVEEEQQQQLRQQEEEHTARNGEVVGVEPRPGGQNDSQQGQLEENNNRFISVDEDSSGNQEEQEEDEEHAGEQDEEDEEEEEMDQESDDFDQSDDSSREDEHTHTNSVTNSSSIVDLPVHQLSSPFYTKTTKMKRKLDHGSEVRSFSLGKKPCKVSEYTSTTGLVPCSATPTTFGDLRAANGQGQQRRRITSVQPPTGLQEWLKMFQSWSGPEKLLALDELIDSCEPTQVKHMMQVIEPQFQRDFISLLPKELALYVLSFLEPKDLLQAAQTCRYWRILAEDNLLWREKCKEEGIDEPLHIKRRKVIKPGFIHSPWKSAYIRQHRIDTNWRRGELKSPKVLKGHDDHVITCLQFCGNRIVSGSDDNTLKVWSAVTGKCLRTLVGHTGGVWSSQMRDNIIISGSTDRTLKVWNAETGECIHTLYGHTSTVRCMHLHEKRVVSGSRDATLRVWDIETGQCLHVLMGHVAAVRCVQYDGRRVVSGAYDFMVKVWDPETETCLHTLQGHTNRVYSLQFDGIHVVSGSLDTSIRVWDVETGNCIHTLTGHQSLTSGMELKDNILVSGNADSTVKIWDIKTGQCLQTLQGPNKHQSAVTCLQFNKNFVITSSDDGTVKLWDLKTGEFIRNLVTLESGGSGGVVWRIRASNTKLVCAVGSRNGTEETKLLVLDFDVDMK
GPR151 ag = human GPR151 activation | Q8TDV0 | PathHunter beta-arrestin GPR151 cells, luminescence | activation, % at 11.2 µM | 650,000 compounds, 1% hits; in the data active means activation above about 4.9%;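 further: 0% = median of compound wells and 100% = cells with positive control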
Target sequence (Q8TDV0 whole entry, looked up): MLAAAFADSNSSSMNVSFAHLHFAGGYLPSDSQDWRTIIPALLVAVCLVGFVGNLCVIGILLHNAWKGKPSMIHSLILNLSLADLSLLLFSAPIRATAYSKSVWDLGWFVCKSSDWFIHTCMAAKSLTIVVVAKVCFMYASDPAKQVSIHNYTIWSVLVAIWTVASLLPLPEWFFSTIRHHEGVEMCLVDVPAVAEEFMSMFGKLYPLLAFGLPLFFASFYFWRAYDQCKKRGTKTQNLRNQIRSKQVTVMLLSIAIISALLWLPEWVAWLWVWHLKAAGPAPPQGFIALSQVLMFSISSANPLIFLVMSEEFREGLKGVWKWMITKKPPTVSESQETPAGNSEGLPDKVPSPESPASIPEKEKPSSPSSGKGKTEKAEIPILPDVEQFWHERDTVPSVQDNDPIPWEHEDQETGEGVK
TEAD-YAP block = TEAD-YAP interaction inhibition. HEK-TIYL cells, TEAD-Gal4/YAP UAS-luciferase luminescence. inhibition, % at 9.12 µM. 640,000 compounds, 1.4% hits. AID 1259422; in the data active means inhibition above about 32%;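 further: 0% = median of test compound wells and 100% = reference inhibitor wells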
* = called active by the depositor; x = not tested or not shown; & = joins results of further samples.

Order of results: MITF inh | FBW7 act | GPR151 ag | TEAD-YAP block
- Cn1c2ccccc2c2cnn(CC(=O)Nc3ccccc3C(F)(F)F)c(=O)c21
 : 13 | 0.0 | -0.1 | -6
- Cc1ccc(C(=O)COC(=O)CNC(=O)CN2C(=O)c3ccccc3C2=O)cc1
 : -3 | -0.2 | -1.6 | -8
- COCCN1C2=C(C(=O)CC(C)(C)C2)C(c2cccc(O)c2)C2=C1CC(C)(C)CC2=O
 : 15 | 0.4 | -1.3 | -2
- O=C(Cc1cc(=O)[nH]c(=O)[nH]1)NCCCN1CCOCC1
 : 3 | 0.0 | -0.3 | 1
- N#Cc1cccc(NC(=O)COc2ccc(Cl)cc2Br)c1
 : 11 | 0.4 | 1.7 | -57
- COc1ccc(NC(=O)/C(=C/c2cccc([N+](=O)[O-])c2)NC(=O)c2cc(Cl)ccc2OC)cc1
 : -2 | -0.1 | -0.5 | -11
- COC(=O)c1cccc(N2C(=O)/C(=C/c3ccc(OC)cc3)C=C2c2ccccc2)c1
 : -2 | -0.1 | 0.6 | -18
- CN(C)CCCNc1ncnc2c1c(-c1ccccc1)cn2-c1ccc(F)cc1
 : -12 | -0.2 | -0.2 | -4
- COCCCNC(=O)C(C)n1c2ccccc2c2cnn(C)c(=O)c21 (centres undefined)
 : 2 | 0.2 | -0.3 | -5
- C=CC[C@@H]1C=CC(O/N=C/C[C@@H]2C=C[C@H](OC(C)=O)[C@@H](COC(C)=O)O2)[C@@H](CO)O1 (some centres undefined)
 : -6 | 0.2 | -1.6 | x
- CCOc1ccccc1NS(=O)(=O)c1ccc2c(c1)CCN2C(=O)CC
 : -5 | -0.2 | 1.3 | 4
- CNC(=O)/C(C#N)=C/c1ccc(OCCOc2ccccc2)cc1
 : 6 | 0.1 | 0.7 | -7
- NC(=O)CSc1ncc(-c2ccc([N+](=O)[O-])cc2)[nH]1
 : -8 | -0.1 | -0.7 | -15
- Cc1ccccc1C(=O)Nc1ccc2oc(-c3cc(Br)ccc3Cl)nc2c1
 : -4 | -0.4 | -0.8 | 13
- Cc1cc(C(=O)N(C)Cc2ccc(Br)cc2)no1
 : -2 | 0.0 | 1.5 | 4
- COc1ccccc1C(=O)Nc1ccnn1C1CCN(Cc2ccc(SC)cc2)CC1
 : 9 | 0.0 | -0.3 | 13
- CC(=O)Nc1ccc(N=C(C2=C(O)c3ccccc3C2=O)c2ccccc2)cc1
 : 15 | 0.0 | -0.1 | -28
- COC(=O)c1cccc(NC(=O)CSc2nnnn2-c2cc(OC)ccc2OC)c1
 : -2 | 0.0 | -0.3 | 14
- COCC1CCN(Cc2ccccc2OCC(O)CN2CCc3ccccc3C2)CC1 (centres undefined)
 : 10 | 0.1 | -2.0 | 5
- c1ccc(Nc2ncn(-c3ccnc(Nc4ccc(N5CCOCC5)cc4)c3)n2)cc1
 : 5 | 0.0 | 0.2 | 37*
- O=C(CCCc1nc2ccccc2c(=O)[nH]1)NC1CCCCC1
 : -5 | 0.1 | 1.3 | 2
- Cc1ccc(S(=O)(=O)NC(CC(=O)NN)c2ccccc2)cc1 (centres undefined)
 : 8 | 0.7 | -1.6 | 7
- CCc1ccc(NC(=O)C(CC)Sc2nc3ccccc3c(=O)n2C2CC2)cc1 (centres undefined)
 : 5 | 0.1 | -1.9 | 3
- COc1ccc(F)cc1C(=O)C1CCCN(C(=O)Cn2nc(C)nc2C)C1 (centres undefined)
 : 6 | 0.1 | 3.6 | 17
- Cc1cccc(-n2cc(-c3ccccc3)c3c(NCC4CCCO4)ncnc32)c1 (centres undefined)
 : 7 | 0.2 | -1.1 | -9
- Cc1cc(Cl)ccc1NC(=O)Cn1cnc2ccccc2c1=O
 : -4 | 0.7 | 0.1 | 1
- CCSc1cccc(C(=O)Nc2ccc3scnc3c2)c1
 : -3 | 0.0 | -1.7 | -6
- CC1=C(C(=O)Nc2cccc(C(=O)O)c2)SCCO1
 : 0 | 0.1 | -2.2 | -48
- CC1N=C2c3ccccc3N=C(SCc3ccc(C(C)(C)C)cc3)N2C1=O (centres undefined)
 : -2 | -0.1 | 1.2 | 2
- O=C(Nc1nc2ccc(Cl)cc2s1)c1ccc(S(=O)(=O)N2CCc3ccccc3C2)cc1
 : 8 | -0.1 | -0.4 | 5

Full records, quoted from the list:
COC(=O)c1cccc(N2C(=O)/C(=C/c3ccc(OC)cc3)C=C2c2ccccc2)c1 as listed: MITF inh: -2; FBW7 act: -0.1; GPR151 ag: 0.6; TEAD-YAP block: -18
Cc1cccc(-n2cc(-c3ccccc3)c3c(NCC4CCCO4)ncnc32)c1 (centres undefined) as listed: MITF inh: 7; FBW7 act: 0.2; GPR151 ag: -1.1; TEAD-YAP block: -9
COCCN1C2=C(C(=O)CC(C)(C)C2)C(c2cccc(O)c2)C2=C1CC(C)(C)CC2=O as listed: MITF inh: 15; FBW7 act: 0.4; GPR151 ag: -1.3; TEAD-YAP block: -2

Further entries
Order of results: MITF inh | FBW7 act | GPR151 ag | TEAD-YAP block
- NC1(C(=O)O)CC1
 : -9 | 0.2 | 0.1 | 1
- CC(NC(=O)CSc1nncn1C)c1ccccc1 (centres undefined)
 : 19 | 0.1 | -1.1 | 5
- CN1CCN(S(=O)(=O)c2ccc(Oc3ccc(-c4nnco4)cc3)c([N+](=O)[O-])c2)CC1
 : -8 | -0.1 | 0.7 | 1
- COc1ccc(-c2cc(C(=O)NCC3CCCO3)c3ccccc3n2)c(OC)c1 (centres undefined)
 : 12 | 0.1 | 0.7 | 13
- CCn1c(C(=O)O)c(CNCc2cccs2)c2ccc(C)cc21
 : -6 | -0.2 | 1.3 | -2
- CCCc1nc(N)c(C#N)c(-c2ccccc2)c1CC
 : -12 | -0.1 | 1.1 | -6
- COC(=O)c1ccccc1Nc1nc(C)cc(C)n1
 : 0 | 0.1 | 3.1 | 5
- COc1ccc(-c2cc(NCCN3CCOCC3)ncn2)cc1
 : 7 | 0.0 | -1.8 | -25
- CS(=O)(=O)N(CC(=O)N=Nc1c(O)[nH]c2ccccc12)c1ccc(F)cc1
 : -2 | 0.0 | 1.3 | -2
- O=C(CSc1nnc(-c2ccncc2)o1)NC1CCCCC1
 : 14 | -0.1 | -0.1 | 14
- O=C(CCCCCN1C(=O)c2cccc([N+](=O)[O-])c2C1=O)Nc1ccc(Cl)cc1
 : 7 | -0.3 | -0.6 | 2
- Cc1ccc(NC(=O)C(=O)NCCCNC(=O)c2cccc(Br)c2)cc1
 : -5 | 0.0 | 2.6 | -4
- O=C(CN1CCN(S(=O)(=O)c2ccc(Br)cc2)CC1)Nc1ccc2c(c1)OCO2
 : 2 | 0.3 | -3.0 | 24
- S=c1[nH]nc(CN2CCCCCC2)n1-c1ccccc1
 : 12 | 0.2 | 0.6 | -3
- COc1ccc(Cl)cc1NC(=O)c1nn(C)c2c1COc1ccccc1-2
 : 7 | -0.1 | -1.6 | -7
- Cc1onc(-c2c(Cl)cccc2Cl)c1C(=O)Nc1nncs1
 : 12 | 0.2 | -0.4 | 12
- Cc1ccc(NC(=S)c2c(-c3ccccc3)c3c4n(c(-c5ccc(C)cc5)nn24)CCCC3)cc1
 : -1 | -0.2 | 0.1 | -16
- CCOC(=O)c1ccc(CN(Cc2ccccc2C)S(=O)(=O)c2ccc([N+](=O)[O-])cc2)cc1
 : 5 | 0.1 | 0.6 | 4
- Cc1ccc(-c2csc(/C(C#N)=C(\O)CN3CCN(C(=O)c4ccco4)CC3)n2)cc1
 : 4 | -0.1 | 0.5 | 5
- Cc1cc2nc(C(F)(F)F)n3c4ccccc4nc3n2n1
 : 3 | -0.2 | 1.6 | -7
- COc1ccc(S(=O)(=O)N2CCN(c3ccc(C)cc3)CC2)cc1C
 : 5 | -0.2 | -1.2 | 1
- Cc1ccc(Cc2cnc(NC(=O)C3=NCCN3)s2)cc1
 : 1 | -0.9 | 3.8 | 12
- Cc1ccc(C)c(OCCC(=O)Nc2ccc(S(=O)(=O)Nc3cc(C)on3)cc2)c1
 : 11 | 0.3 | -1.2 | 1
- CCC(=O)N1CCN=C1SCc1ccc(C)cc1
 : 10 | 0.0 | -0.6 | -3
- c1ccc(CNc2nc(N3CCc4ccccc4C3)nc3c2ncn3-c2ccccc2)cc1
 : 3 | -0.2 | 1.0 | -10
- Cc1ccc(S(=O)(=O)Nc2ccc3oc4c(c3c2)C(=O)CCC4)c(C)c1
 : 1 | -0.1 | 2.6 | 9
- CCCCOc1ccc(/C=C2\SC(=S)N(C(CC(=O)O)C(=O)O)C2=O)cc1OC (centres undefined)
 : 4 | -0.6 | 0.2 | -1
- CC1(C)N=C(c2ccc(F)cc2)C(=O)N1CC(=O)Nc1ccc(F)c(F)c1
 : 10 | 0.6 | 0.7 | 10
- Cc1nc(N2CCCC2C(=O)NC(C)Cc2ccsc2)nc2ccccc12 (centres undefined)
 : 1 | -0.3 | 0.3 | -6
- CC(=O)c1[nH]c(C)c(C(=O)NCc2ccc(Cl)cc2)c1C
 : 4 | -0.1 | -0.5 | 19

Following part
molecule	MITF inh	FBW7 act	GPR151 ag	TEAD-YAP block
C/C(=N/O)c1ccc(OCCCOc2ccc(/C(C)=N/O)cc2)cc1	1	1.4	-0.7	-3
COc1ccc(C2CC(C(F)(F)F)n3nc(C(=O)Nc4ccc(F)c(Cl)c4)c(Cl)c3N2)cc1OC (centres undefined)	12	0.1	-1.2	-10
COc1cccc(-n2c(C)nnc2SCCN2CCCC2)c1	-8	-0.1	-0.4	-8
CCOCCc1c(O)nc(SCC(=O)NC(C)c2ccccc2)[nH]c1=O (centres undefined)	20	1.3	-0.9	3
COc1cccc(-c2noc(C3CCCN(C(=O)Nc4ccccc4Cl)C3)n2)c1 (centres undefined)	7	-0.1	0.0	-39
Cc1ccccc1C(=O)N1CCN(C/C=C/c2ccccc2)CC1	4	-0.1	0.8	-8
Cc1ccc(OCCCNCCO)cc1C	-2	-0.1	-0.6	-4
O=C(CSc1ccc(S(=O)C(F)(F)F)cc1[N+](=O)[O-])N1CCOCC1 (centres undefined)	13	0.2	-0.6	1
Cc1ccc(NC(=O)CN(C)C(=O)CSC2CCCCC2)cc1	1	-0.1	-0.9	15
Cc1ccc(F)c(CNC2CCN(c3ccc(C(=O)N4CCCC(O)C4)cc3)CC2)c1F (centres undefined)	-5	-0.2	-0.2	8
O=C1Nc2ccccc2SC1CC(=O)N1CCN(c2ccc(C(F)(F)F)cn2)CC1 (centres undefined)	2	-0.1	0.0	3
CN(C)c1ccncc1C(O)C(F)(F)F (centres undefined)	-10	0.0	1.3	-3
O=C(c1cccc(Cl)c1)N1CCN(c2ccccn2)CC1	7	0.2	-1.7	6
CC(=O)C1CCCN(C(=O)CC2(c3ccccc3Cl)CC(=O)N(CCN(C)C)C2=O)C1 (centres undefined)	-3	-0.1	-0.3	4
O=C(O)COc1cccc(/C=N/NC(=O)Cn2nnc(-c3ccccc3Cl)n2)c1	8	0.6	0.1	1
Cc1ccc2c(Cl)c(C(=O)Nc3ccc(F)cc3F)sc2c1	-3	-0.1	-0.7	-65
O=C(Cc1ccc(Cl)s1)Nc1cccc(-c2nc3ccccc3o2)c1	3	-0.1	0.4	-9
Cc1ccc(C(=O)n2cnc3cc(C)c(C)cc32)cc1C	-2	-0.1	0.4	6
Cc1ccc(NC(=O)CC2CCCCC2)cc1	-23	-0.1	0.6	-67
O=C(c1cccc(-n2c(=S)[nH]c3cc(Cl)ccc3c2=O)c1)N1CCN(c2ccc(F)cc2)CC1	15	0.3	-0.5	3
O=[N+]([O-])c1ccc(Oc2nc(-c3ccccc3)c3cc(Cl)ccc3n2)cc1	-13	0.0	0.8	6
Cc1ccc(CCNC(=O)CCN2N=C(c3ccccc3)CCC2=O)cc1	-3	-0.1	-0.2	-5
O=C1N=C(N2CCCCC2)SC1=C1CCCCC1	9	-0.1	-0.1	-31
O=C(c1sc2cc(Cl)ccc2c1Cl)N1CCN(C(=O)C2CCCO2)CC1 (centres undefined)	-2	-0.1	-0.8	-2
CN(CCNC(=O)CN(C)S(=O)(=O)c1ccc2c(c1)CCC(=O)N2)Cc1ccccc1	5	0.2	0.1	8
CCOc1ccccc1C(=O)Oc1cc(C)[nH]c(=O)c1[N+](=O)[O-]	-25	-0.1	-2.4	-9
NC(=O)C1CCN(C(=O)C2CC(=O)N(Cc3ccccc3)C2)CC1 (centres undefined)	12	-0.1	0.5	-1
Cc1cc(NC(=O)CSc2nc3cc4c(cc3c(=O)n2CCC(=O)N2CCN(c3ccccc3)CC2)OCO4)n[nH]1	1	-0.1	-1.2	7
C=CCNC(=S)N1CCN(CCNC2=CC(=O)CC(C)(C)C2)CC1	8&-8&-1	0.1&0.1&-0.2	1.7&-0.1&-0.5	-3&4&4
COc1cccc(C(=O)Nc2nc3c(SC)cccc3s2)c1OC	10	-0.1	1.2	-10
CCN(CC)S(=O)(=O)c1ccc(N2CCC(CNC(=O)c3ccco3)CC2)cc1	3	0.0	-0.5	10
Cc1nnc(CNC(=O)c2cc(Cl)ccn2)o1	13	-0.1	0.8	1
C[C@H]1NC(=O)[C@@H]2C[C@H](NC(=O)c3ccc(F)c(C(F)(F)F)c3)CN2C1=O	-2	-0.2	0.8	2
C#CC(C)(O)C1C=C2C(C)(C)CCCC2(C)n2c(=O)c3ccccc3c(=O)n21 (centres undefined)	10	0.3	-0.3	1

Another view of three compounds above.
> Cc1nnc(CNC(=O)c2cc(Cl)ccn2)o1
  MITF inh = 13
  FBW7 act = -0.1
  GPR151 ag = 0.8
  TEAD-YAP block = 1
> C[C@H]1NC(=O)[C@@H]2C[C@H](NC(=O)c3ccc(F)c(C(F)(F)F)c3)CN2C1=O
  MITF inh = -2
  FBW7 act = -0.2
  GPR151 ag = 0.8
  TEAD-YAP block = 2
> C#CC(C)(O)C1C=C2C(C)(C)CCCC2(C)n2c(=O)c3ccccc3c(=O)n21 (centres undefined)
  MITF inh = 10
  FBW7 act = 0.3
  GPR151 ag = -0.3
  TEAD-YAP block = 1

Screening results deposited in PubChem BioAssay by The Scripps Research Institute Molecular Screening Center.
